M1 antag: blocks human M1 muscarinic receptor; CHO-K1 hM1, Fluo-8 calcium fluorescence, ACh EC80 antagonist; P11229; inhibition, % at 3 µM; 360,000 compounds, 1.3% hits;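 active means percent inhibition above its own plate's cutoff, namely the mean of that plate's compound wells plus 3 SD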;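 further: peak over basal fluorescence ratio during 140 s after agonist addition; 0% = ACh EC80 plus DMSO and 100% = DMSO alone without agonist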
Target sequence (P11229 whole entry, looked up): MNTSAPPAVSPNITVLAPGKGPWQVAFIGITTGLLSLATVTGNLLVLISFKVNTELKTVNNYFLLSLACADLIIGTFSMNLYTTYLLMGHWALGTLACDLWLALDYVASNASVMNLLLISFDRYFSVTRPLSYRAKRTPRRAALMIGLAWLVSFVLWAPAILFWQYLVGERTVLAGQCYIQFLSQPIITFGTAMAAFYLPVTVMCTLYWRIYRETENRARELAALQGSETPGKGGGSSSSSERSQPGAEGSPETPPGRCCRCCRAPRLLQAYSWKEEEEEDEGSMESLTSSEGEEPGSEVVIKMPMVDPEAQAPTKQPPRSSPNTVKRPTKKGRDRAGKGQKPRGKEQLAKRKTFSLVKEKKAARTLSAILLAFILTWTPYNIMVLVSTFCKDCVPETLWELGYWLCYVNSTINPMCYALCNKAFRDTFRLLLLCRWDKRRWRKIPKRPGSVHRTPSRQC
M5 ag: CHRM5 agonism in calcium assay | P08912 | CHO-K1 hM5 cells, Fluo-8 calcium fluorescence; 0% DMSO wells, 100% maximal acetylcholine response | activation, % at 3 µM | 360,000 compounds, 0.19% hits;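 active means activation above the run's mean over test compounds plus 3 SD, cut at about 23% in these data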;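 further: signal is peak over basal fluorescence ratio across the kinetic read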
Target sequence (P08912 whole entry, looked up): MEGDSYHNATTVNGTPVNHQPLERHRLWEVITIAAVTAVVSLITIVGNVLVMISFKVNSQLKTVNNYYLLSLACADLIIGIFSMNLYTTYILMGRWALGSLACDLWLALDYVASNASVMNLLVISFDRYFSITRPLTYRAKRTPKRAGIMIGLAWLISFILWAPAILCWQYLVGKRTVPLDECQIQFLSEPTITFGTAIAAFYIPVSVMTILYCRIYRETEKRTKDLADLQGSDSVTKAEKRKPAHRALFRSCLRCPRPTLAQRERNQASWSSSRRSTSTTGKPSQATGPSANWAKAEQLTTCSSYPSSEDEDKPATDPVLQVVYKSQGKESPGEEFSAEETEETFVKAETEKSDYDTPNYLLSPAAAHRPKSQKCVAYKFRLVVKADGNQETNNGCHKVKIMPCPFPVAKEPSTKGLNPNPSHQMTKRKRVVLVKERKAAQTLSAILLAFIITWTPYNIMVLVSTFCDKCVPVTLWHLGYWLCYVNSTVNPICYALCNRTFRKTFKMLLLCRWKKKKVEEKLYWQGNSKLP
CHRM4 antagonist: CHRM4 antagonism in calcium assay | AID 624125 | 360,000 compounds, 0.73% hits | P08173 | CHO-hM4 cells, ACh EC80, Fluo-8 calcium fluorescence | inhibition, % at 3 µM;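 active means inhibition above its plate's cutoff, the mean inhibition of sample wells plus 3 SD, cut at about 27% in these data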;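 further: 0% = acetylcholine EC80 with DMSO and 100% = DMSO without agonist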
CHRM5 PAM: CHRM5 positive allosteric modulation | AID 624038 | 360,000 compounds, 0.3% hits | CHO-K1 hM5, Fluo-8 calcium, ACh EC20 PAM; 0% = ACh EC20, 100% = ACh EC100 | P08912 | activation, % at 3 µM;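 active means activation above the run cutoff, the mean activation of all test compounds plus 3 SD, cut at about 18% in these data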
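system = human M5 receptor in CHO-K1 cells | reagent = EC20 acetylcholine as agonist stimulus | compound dosing = single-point, 3 µM nominal | incubation = Fluo-8 loading 80 min at 37 °C plus 30 min room temperature | detection = Fluo-8 calcium dye fluorescence, kinetic read | benchmarks = low control EC20 acetylcholine (0%), high control EC100 acetylcholine (100%)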
CHRM4 agonist: CHRM4 agonism in calcium assay; P08173; CHO-K1 hM4/Gqi5, Fluo-8 calcium fluorescence; vehicle 0%, full acetylcholine response 100%; activation, % at 3 µM; 360,000 compounds, 0.14% hits;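 active means activation above the run mean over all test wells plus 3 SD, cut at about 32% in these data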;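 further: peak over basal fluorescence ratio per well then scaled between controls; 0% = DMSO wells and 100% = acetylcholine at EC100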
TAAR1 agonist: human TAAR1 agonism. AID 624467. Q96RJ0. CHO RD-HGA16 TAAR1, Fluo-8 calcium fluorescence; vehicle wells 0%, saturating PEA agonist 100%. 360,000 compounds, 0.99% hits. activation, % at 3 µM;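 active means activation above the mean activation of all test compounds in the run plus 3 SD, cut at about 38% in these data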
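Signal – calcium-sensitive Fluo-8 signal, excitation 470-495, emission 515-575 nm · System – RD-HGA16 (CHO) cells co-expressing Gα16 and hTAAR1 · Incubation – 17-24 h seeding, 75 min 37 °C dye, 30 min RT · Compound dosing – 3 µM single concentration · Repeats – no replicates (n 1)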
CHRM1 agonist: activates human CHRM1 receptor; P11229; CHO-K1 hM1, Fluo-8 calcium fluorescence, agonist mode; 0% DMSO, 100% acetylcholine EC100; activation, % at 3 µM; 360,000 compounds, 0.33% hits; AID 588814;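 active means activation above the run's mean compound activation plus 3 SD, cut at about 16% in these data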;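 further: peak over basal fluorescence ratio within a 140 s kinetic read after compound addition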
M1 PAM: potentiates human M1 receptor response to acetylcholine. CHO-K1 hM1, Fluo-8 calcium fluorescence, ACh EC20; 0% = ACh EC20, 100% = maximal ACh. activation, % at 3 µM. 360,000 compounds, 0.088% hits; in the data active means activation above about 19%, passing the limit was not always enough
M5 antag: CHRM5 antagonism in calcium assay | inhibition, % at 3 µM | P08912 | CHO-hM5 cells, Fluo-8 calcium fluorescence, ACh EC80 | 360,000 compounds, 0.59% hits;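 active means inhibition above a per-plate cutoff, the mean of that plate's test compounds plus 3 SD, cut at about 27% in these data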;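 further: 0% = acetylcholine EC80 with DMSO and 100% = DMSO without agonist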
* marks the source's active call; other numbers are inactive results; / = no result given.

SMILES	M1 antag	M5 ag	CHRM4 antagonist	CHRM5 PAM	CHRM4 agonist	TAAR1 agonist	CHRM1 agonist	M1 PAM	M5 antag
Cc1ccc2c(c1)C(=O)C(=O)N2c1ccc(C(F)(F)F)cc1	-7	2	-2	0	2	1	4	7	4
Cc1ccc(S(=O)(=O)N2CCOCC2)cc1NC(=O)Nc1ccc([N+](=O)[O-])cc1	-9	2	9	12	0	3	-2	3	6
Cc1ccc(S(=O)(=O)N2CCCCC2C(=O)Nc2nncs2)cc1 (stereo not drawn)	-28	0	-6	3	0	0	-2	20	-3
CN(Cc1ccccc1F)c1ncnc2sccc12	-2	2	-8	-1	9	0	0	1	-7
COc1ccc(CCCC(=O)O)c(C)c1	-6	4	1	1	0	2	0	11	-13
O=[N+]([O-])c1cc(S(=O)(=O)Nc2ccc(Cl)cc2)ccc1N/N=C/c1ccncc1	12	1	4	-1	0	6	-6	-8	-1
CCC(C(=O)NC1CCCC1)n1c(C2CCCC2)nc2ccccc21 (stereo not drawn)	/	-3	3	-2	-1	4	/	/	7
CC1Cc2nc(SCC(=O)c3ccccc3)n(Cc3ccccc3)c(=O)c2S1 (stereo not drawn)	4	-4	-3	-5	4	3	-7	-2	1
COC(=O)c1ccccc1S(=O)(=O)N1CCC(c2nc3ccccc3o2)CC1	0	4	0	-13	10	9	2	-4	3
COc1c(C)cc(Br)cc1C(=O)Nc1ccc(S(N)(=O)=O)cc1	-5	5	-11	-1	4	6	-11	2	-12
CCCNC(=O)C1(C)CCCN(C(=O)c2ccc(F)cc2Cl)C1 (stereo not drawn)	9	1	5	-4	0	1	-4	-3	13
COc1ccc(C(=O)Nc2ccc3[nH]c(-c4cccc(OC)c4)cc(=O)c3c2)cc1	8	0	-5	12	-1	6	9	-1	-2

Compound profiles (already shown).
Cc1ccc(S(=O)(=O)N2CCCCC2C(=O)Nc2nncs2)cc1 (stereo not drawn) is listed as M1 antag = -28; M5 ag = 0; CHRM4 antagonist = -6; CHRM5 PAM = 3; CHRM4 agonist = 0; TAAR1 agonist = 0; CHRM1 agonist = -2; M1 PAM = 20; M5 antag = -3
Cc1ccc2c(c1)C(=O)C(=O)N2c1ccc(C(F)(F)F)cc1 is listed as M1 antag = -7; M5 ag = 2; CHRM4 antagonist = -2; CHRM5 PAM = 0; CHRM4 agonist = 2; TAAR1 agonist = 1; CHRM1 agonist = 4; M1 PAM = 7; M5 antag = 4

(continued)
SMILES	M1 antag	M5 ag	CHRM4 antagonist	CHRM5 PAM	CHRM4 agonist	TAAR1 agonist	CHRM1 agonist	M1 PAM	M5 antag
CCCCOc1ccc(C(=O)N2CCNC(=O)C2)cc1	-10	-2	14	2	0	-3	1	12	2
CC(C)CC(CO)N1CCN(C(=O)c2ccc(C(C)(C)C)cc2)CCC1=O (stereo not drawn)	-8	4	-7	-5	5	9	-7	5	7
C=CCNC(=S)NNC(=O)c1ccc(OCCC)cc1	-2	-4	-19	3	2	0	-3	3	-9
CCc1cccc(CC)c1NC(=O)CSc1nnc(C2CC2)n1C	-6	-3	1	0	1	1	-3	7	-4
Cc1cc(C)cc(NC(=O)Nc2cccc(S(N)(=O)=O)c2)c1	5	-5	10	-7	1	0	0	7	19
O=C1C2CCCN2C(c2ccccc2)N1c1nccs1 (stereo not drawn)	12	1	8	9	2	-1	-2	-5	-4
O=C(CN1CCN(C(c2ccccc2)c2ccccc2)CC1)N1N=CCC1c1ccccc1 (stereo not drawn)	48*	-16	23	-6	1	8	-6	-25	-1
N#C/C(=C(/O)c1ccc2c(c1)OCO2)c1nc2cc(C(F)(F)F)ccc2s1	2	3	7	1	3	6	0	-4	-2
O=C(COC(=O)c1ccc(S(=O)(=O)N2CCOCC2)cc1)NC1CCCC1	-23	1	-6	7	1	2	-4	8	-4
CCOC(=O)C1CCCN(C(=O)c2ccc3ccccc3c2)CC1 (stereo not drawn)	-14	0	1	-3	0	-1	-2	9	8
C/C(CC(=O)Nc1cccc(Cl)c1C)=N\NC(=O)C(=O)NCC(C)C	-9	-4	-3	0	0	7	-8	4	-5
CC(=O)C1=CCC(c2ccccc2F)N(S(=O)(=O)c2ccc(C)cc2)C1 (stereo not drawn)	7	-5	-13	-2	0	0	-10	-1	-2
CC1(C)Cc2c(ccc3ccccc23)-c2nnc(-c3cccnc3)n21	0	3	4	-3	3	7	-2	6	6
COc1ccc(/C=N/N=C2/NC(=O)C(CC(=O)O)S2)cc1OCc1ccccc1Cl (stereo not drawn)	-2	-1	0	6	0	1	0	11	-6
CC(C)OC(=O)CSc1nc(Cc2ccccc2)nc2ccccc12	-6	-5	0	5	-1	4	-5	4	-1
CCCCCCCCOC(=O)/C=C/c1c(C)[nH]c(=O)[nH]c1=O	6	0	4	12	0	-1	-3	1	-4
CN(CCN1CCOCC1)Cc1nc(-c2ccc3c(c2)OCO3)no1	4	0	8	-3	0	1	-4	2	-1
O=S(=O)(Nc1ncccc1O)c1ccc(Cl)cc1	-8	-1	15	-2	6	17	-4	3	-1
Clc1ccc(-c2csc3ncnc(N4CCc5ccccc5C4)c23)cc1	2	-1	-5	-5	2	-2	-1	-2	1
Nc1nc(CN2CCN(Cc3ccccc3)CC2)nc(Nc2ccccc2)n1	-10	-1	-16	-1	2	3	-7	3	-3
Cn1c(CNc2ccc(F)cc2)nnc1SCC(=O)NNC(=O)Cc1ccccc1	1	-1	-5	4	1	2	-6	6	-13
CSc1nnc(-c2ccc(C(F)(F)F)nc2C)o1	7	1	1	-4	1	2	-3	1	3
CC1(c2ccc3ccccc3c2)NC(=O)N(CC(=O)N2CCN(Cc3ccccc3)CC2)C1=O (stereo not drawn)	12	7	-9	-14	15	/	2	4	12
CC(O)Cn1c(N2CCCC2)nc2c1c(=O)n(C)c(=O)n2C (stereo not drawn)	-12	-2	-2	11	0	0	-1	12	-3
C=CCn1c(SCCC)nc(O)cc1=O	-2	22	2	-9	62*	61*	2	-2	9
Cc1ccc(C(=O)Nc2ncc(Cc3ccc(SC(F)F)cc3)s2)cc1	-2	4	-6	-4	2	29	1	5	-4
CN1CCN(S(=O)(=O)c2cccc(C(=O)Nc3cc(C(F)(F)F)ccc3N3CCCC3)c2)CC1	-14	-3	-9	7	3	2	-4	11	-5
COc1ccccc1-c1n[nH]c(=S)n1Cc1ccccc1	-7	-7	4	4	0	-2	-7	3	-16
CSCC[C@H](NS(=O)(=O)c1ccc(C)cc1)C(=O)N1CCC(C(=O)N[C@@H](Cc2ccccc2)C(=O)O)CC1	-9	1	4	-5	0	1	0	3	10
COc1c(O)ccc(/C=N\NC(=O)c2ccc3c(c2)OCO3)c1[N+](=O)[O-]	-6	-5	-6	3	1	6	-2	1	5
CCOC(=O)c1sc2nc(OCc3cccnc3)cc(C)c2c1N	/	-3	2	5	2	2	/	/	-3
O=C(OCCN1CCCCC1)c1ccc(O)cc1	-1	-4	-5	-3	1	10	-14	-2	7
O=C1[C@H]2[C@@H](c3ccccc3)N[C@]3(CCCN(Cc4ccc(Br)cc4)C3=O)[C@H]2C(=O)N1Cc1ccccc1	-4	2	-19	-6	12	16	-2	1	9
CCCNC(=O)C[C@@H]1C[C@H]2c3cc(NC(=O)c4ccc5c(c4)OCO5)ccc3O[C@H]2[C@@H](CO)O1	-5	1	-14	-2	0	3	0	0	-2
CC1CCN(C(=O)CNC(=O)CNC(=O)Cc2ccccc2)CC1	16	-3	4	1	0	0	-2	-6	4
COc1ccc(-c2csc(-c3ccc(O)cc3)n2)cc1	2	-1	13	-8	0	-1	-2	1	9

Some values from the results shown.
Value for COc1ccccc1-c1n[nH]c(=S)n1Cc1ccccc1 under M5 antag: -16
Value for COc1c(O)ccc(/C=N\NC(=O)c2ccc3c(c2)OCO3)c1[N+](=O)[O-] under CHRM1 agonist: -2
Value for O=C1[C@H]2[C@@H](c3ccccc3)N[C@]3(CCCN(Cc4ccc(Br)cc4)C3=O)[C@H]2C(=O)N1Cc1ccccc1 under M1 PAM: 1
Value for COc1ccc(-c2csc(-c3ccc(O)cc3)n2)cc1 under M5 antag: 9
Value for CSCC[C@H](NS(=O)(=O)c1ccc(C)cc1)C(=O)N1CCC(C(=O)N[C@@H](Cc2ccccc2)C(=O)O)CC1 under M5 antag: 10
Value for CCOC(=O)c1sc2nc(OCc3cccnc3)cc(C)c2c1N under CHRM4 agonist: 2

(next part)
SMILES	M1 antag	M5 ag	CHRM4 antagonist	CHRM5 PAM	CHRM4 agonist	TAAR1 agonist	CHRM1 agonist	M1 PAM	M5 antag
CCn1c(COc2ccccc2)nnc1SCC(=O)CC(=O)Nc1ccccc1OC	-11	-3	14	-5	1	2	-6	9	5
COc1ccc(N(CC(=O)NCc2ccco2)S(=O)(=O)c2ccccc2)cc1	-3	0	0	-1	2	1	-4	5	-4
Cc1[nH]c2ccccc2c1/C=C/c1nc2ccccc2c(=O)[nH]1	-13	-1	-2	1	3	4	-1	11	-4
COc1ccc(C(=O)NCCCCCC(=O)O)cc1OC	-22	-3	-1	4	0	3	-3	4	-10
COc1ccc(S(=O)(=O)N2CCN(S(=O)(=O)c3ccc4c(c3)OCCO4)CC2)cc1C	-15	-6	-9	0	1	1	-4	-2	-3
CCc1cccc(C)c1NS(=O)(=O)c1c(C)nc2sccn2c1=O	-6	2	7	-4	1	0	-1	5	7
Cc1ccccc1C(=O)Nc1ccc(Br)cn1	-15	1	1	0	0	2	-4	0	-4
O=C(Cn1ccnc1[N+](=O)[O-])N(CCO)CCO	13	0	-4	0	1	4	-4	2	0
CSc1ccc(S(=O)(=O)NCC(=O)OCC(=O)NCC2CCCO2)cc1[N+](=O)[O-] (stereo not drawn)	4	1	-8	-2	1	0	-6	0	10
O=C(O)COn1c(-c2ccc(Cl)cc2)nc2ccc(Cl)cc21	5	0	1	-8	0	6	-4	-2	11

An excerpt from above, reduced to CHRM1 agonist.
| molecule | CHRM1 agonist |
| --- | --- |
| CCc1cccc(C)c1NS(=O)(=O)c1c(C)nc2sccn2c1=O | -1 |
| Cc1ccccc1C(=O)Nc1ccc(Br)cn1 | -4 |
| O=C(Cn1ccnc1[N+](=O)[O-])N(CCO)CCO | -4 |
| CSc1ccc(S(=O)(=O)NCC(=O)OCC(=O)NCC2CCCO2)cc1[N+](=O)[O-] (stereo not drawn) | -6 |
| O=C(O)COn1c(-c2ccc(Cl)cc2)nc2ccc(Cl)cc21 | -4 |

This is a subset; the hit share may differ from the screen's.
